Screening data as filed in PubChem BioAssay.
Luc counter: counter-screen: inhibitors of Kinase-Glo firefly luciferase; 200,000 tested, 0.28% active; Potency, µM (doses to about 38.3 µM), for the others: at the top dose activity change, negative = inhibition, actives largely listed as inhibitors; Kinase-Glo luciferase, ATP luminescence, 8 min; Q27757; AID 1379; also: % is scaled to controls: 0 for no effect and ±100 for the full control effect; nearly all actives have a fitted effect of over 60% in size
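Luminescence was the read-out, taken after 8-minute incubation at ambient temperature. Luciferase turned over luciferin with 10 uM ATP in imidazole pH 7.2 buffer containing KCl, MgCl2, Tween 20 and BSA.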
ALDH1A1 block: inhibitors of human aldehyde dehydrogenase 1A1 | P00352 | Purified ALDH1A1, NADH fluorescence, propionaldehyde substrate | Potency, µM (highest dose often 75.3 µM), for the others: at the highest dose activity, negative = inhibition, most hits filed as inhibitors | 220,000 tested, 7.3% active | AID 1030; active = well fitted inhibition curve with a large enough effect, not every such curve was filed as active; inconclusive = small, poorly fitted or top-dose-only effect, or another doubt; inactive = no such curve, though single readings can be large or run the other way;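 also: plate controls were no enzyme wells and a reference inhibitor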
Target sequence (P00352 whole entry, looked up): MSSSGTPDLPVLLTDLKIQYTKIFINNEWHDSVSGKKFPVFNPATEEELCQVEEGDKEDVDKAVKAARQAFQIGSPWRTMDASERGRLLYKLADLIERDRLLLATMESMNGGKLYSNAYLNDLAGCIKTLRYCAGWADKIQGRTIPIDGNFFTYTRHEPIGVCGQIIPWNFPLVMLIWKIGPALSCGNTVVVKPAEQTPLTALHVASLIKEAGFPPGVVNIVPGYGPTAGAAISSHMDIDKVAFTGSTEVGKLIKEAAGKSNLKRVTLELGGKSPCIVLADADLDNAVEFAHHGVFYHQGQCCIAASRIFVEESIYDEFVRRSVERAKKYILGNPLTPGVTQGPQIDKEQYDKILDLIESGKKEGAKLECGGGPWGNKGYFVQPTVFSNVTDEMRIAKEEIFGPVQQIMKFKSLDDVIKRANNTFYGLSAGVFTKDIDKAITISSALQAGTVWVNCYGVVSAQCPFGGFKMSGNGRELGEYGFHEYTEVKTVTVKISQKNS
L3MBTL1 inh: inhibitors of human L3MBTL1. Q9Y468. AlphaScreen L3MBTL1–H3K9me1 peptide binding. Potency, µM (highest dose often 57.1 µM), without a hit: top-dose activity, negative = inhibition, actives largely listed as inhibitors. 230,000 tested, 0.66% active. AID 485360; also: % is scaled to controls: 0 for no effect and ±100 for the full control effect; nearly all actives have a fitted effect of over 60% in size
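L3MBTL1 (50 nM) pre-complexed 30 min with biotinylated H3(1-15)K9me1 peptide (75 nM), then compounds added for 30 min at room temperature; AlphaScreen streptavidin donor/nickel chelate acceptor beads (10 ug/mL final) read after 30 min dark incubation.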
SMN2 splice enh: SMN2 splice variant enhancement; Potency, µM (highest dose often 46.1 µM), without a hit: at the top dose activity change, positive = activation, usual class: activators; 210,000 tested, 2.8% active; HEK293 SMN2-luciferase splicing reporter, luminescence, 30-36 h; also: % of control where 0% means no effect; nearly all actives have a fitted effect of over 55% in size
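HEK293 cells carry an SMN2 minigene-luciferase reporter in which exon 7 inclusion puts luciferase in frame. Cells were seeded at 2000 cells/well, attached for 10-12 hours, then exposed to compounds for 30-36 hours at 37C before ONE-Glo luminescence.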
Lamin A splicing: LMNA splicing modulation; HeLa LMNA splicing GFP/RFP minigene ratio, 48 h; Potency, µM (doses to about 46.1 µM), inactives show at the top dose ratio change, negative = inhibition, usual class: inhibitors; 200,000 tested, 0.01% active; active = well fitted inhibition curve with a large enough effect in the signal ratio, with a control signal flat, not every such curve was filed as active; inconclusive = small, poorly fitted or top-dose-only effect, or effect the other way, or a change in a side signal; the % refers to the signal ratio; also: % is scaled to controls: 0 for no effect and ±100 for the full control effect
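S3 HeLa stable clones carrying a lamin A-EGFP splicing minigene plus DsRed2 were seeded at 600 cells/well in Opti-MEM with 2% FBS, pin-dosed and incubated 48 h at 37°C. Acumen cytometry (488 nm) gave the GFP/RFP total-intensity ratio.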
KDM4E inh: JMJD2E (human) inhibition | B2RXH2 | JMJD2E catalytic domain, FDH-coupled NADH fluorescence (FDH is formaldehyde dehydrogenase) | Potency, µM (highest dose often 57.1 µM), for the others: top-dose activity change, negative = inhibition, actives largely listed as inhibitors | 230,000 tested, 1.6% active | AID 2147; active = well fitted inhibition curve with a large enough effect, not every such curve was filed as active; inconclusive = small, poorly fitted or top-dose-only effect, or another doubt; inactive = no such curve, though single readings can be large or run the other way;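 also: 0% = wells with enzyme and -100% = buffer wells without enzyme; nearly all actives have a fitted effect of over 50% in size; many of its hits are not listed in these tables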
Target sequence (B2RXH2 1-337 limits assumed): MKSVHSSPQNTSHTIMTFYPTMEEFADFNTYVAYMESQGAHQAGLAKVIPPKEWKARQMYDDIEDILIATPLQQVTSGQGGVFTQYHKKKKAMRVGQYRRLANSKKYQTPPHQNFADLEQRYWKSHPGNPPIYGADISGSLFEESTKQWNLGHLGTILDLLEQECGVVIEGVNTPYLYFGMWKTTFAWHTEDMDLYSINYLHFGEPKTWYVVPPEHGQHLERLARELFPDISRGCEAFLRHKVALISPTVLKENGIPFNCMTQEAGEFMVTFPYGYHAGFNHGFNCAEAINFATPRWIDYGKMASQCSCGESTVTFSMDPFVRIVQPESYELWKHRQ
Tau fibril ThT: blocks human tau fibril formation measured by thioflavin T; P10636; 270,000 tested, 2.1% active; Potency, µM (titrated, usually from 57.4 µM), inactives show at the highest dose activity, negative = inhibition, actives largely listed as inhibitors; recombinant tau K18 P301L, heparin-induced fibrillization, ThT fluorescence; also: % is scaled to controls: 0 for no effect and ±100 for the full control effect; nearly all actives have a fitted effect of over 55% in size
Target sequence (P10636 561-689 P618L limits assumed): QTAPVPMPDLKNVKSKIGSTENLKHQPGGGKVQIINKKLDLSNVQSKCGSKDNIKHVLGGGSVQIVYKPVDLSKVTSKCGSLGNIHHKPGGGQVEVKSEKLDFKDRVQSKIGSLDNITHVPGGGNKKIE
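ThT emission at 510 nm, taken 1 hr after adding 30 uM dye, quantifies aggregates formed when 20 uM heparin acts on human tau K18 P301L for 6 hr at 37 C.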
RECQ1 helicase: inhibitors of human RECQ1 DNA helicase. P46063. RECQ1 DNA unwinding, red fluorescence kinetic read. Potency, µM (doses to about 57.3 µM), without a hit: top-dose activity, negative = inhibition, most hits filed as inhibitors. 240,000 tested, 0.54% active;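 also: plate controls were vehicle for no effect and no enzyme for full effect; nearly all actives have a fitted effect of over 30% in size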
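RECQ1T1 50 nM; forked duplex (20 bp + 30-nt ss tails) 200 nM, ATP 2 mM final; pH 8.0, 2 mM MgCl2, 2.5 ug/ml poly(dI-dC); 15 min compound preincubation; discontinuous kinetic read over 2 h at RT.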
* = called active by the depositor; [ ] = dose if it differs, or a comment. Unless noted, calls follow the shape of the dose curve; as a rule, active = well fitted curve in the direction sought with a large enough effect; inconclusive = small, poorly fitted or top-dose-only effect, or another doubt; inactive = no such curve, though single readings can be large; an effect the other way counts as inactive or inconclusive. Potency is read from the fitted curve at half-maximal effect.

What do the screens show for `CCOC(=O)C1=C(C)OC(N)=C(C#N)C1c1cc(C)sc1C` (stereo unspecified)?
Luc counter: -1.5%; ALDH1A1 block: inconclusive; L3MBTL1 inh: -2.1%; SMN2 splice enh: -0.6%; Lamin A splicing: -5.7%; KDM4E inh: 2.5%; Tau fibril ThT: -0.3%; RECQ1 helicase: -5.3%

Results for CCCc1cc(C(=O)Cc2ccc(C(=O)OCC)o2)c(O)cc1O ?
Luc counter: -2.1%; ALDH1A1 block: inconclusive; L3MBTL1 inh: -3.8%; Lamin A splicing: inconclusive; KDM4E inh: inconclusive; Tau fibril ThT: inconclusive; RECQ1 helicase: -8.6%

How did Cc1ccc(NC(=O)CSCC(=O)N2c3ccccc3CCc3ccccc32)cc1 do in these assays?
Luc counter: -0.1%; ALDH1A1 block: 3.16µM*; L3MBTL1 inh: -7.9%; SMN2 splice enh: -6.6%; Lamin A splicing: -0.4%; KDM4E inh: 1.6%; Tau fibril ThT: -4.7%; RECQ1 helicase: inactive

What do the screens show for `CNC(=O)CSc1nnc(COc2ccc([N+](=O)[O-])cc2)n1C`?
Luc counter: -2.3%; ALDH1A1 block: -5.5%; SMN2 splice enh: -20.6%; KDM4E inh: inconclusive; Tau fibril ThT: -3.7%; RECQ1 helicase: 3.9%

What do the screens show for `Brc1cc(/C=N/n2cnnc2)oc1Br`?
Luc counter: -0.1%; ALDH1A1 block: 9.7%; L3MBTL1 inh: -9.7%; SMN2 splice enh: 19.7%; Lamin A splicing: inconclusive; KDM4E inh: -0.2%; Tau fibril ThT: 3.3%; RECQ1 helicase: 2.9%

How did CCNC(=S)NCc1ccc(F)cc1 do in these assays?
Luc counter: -0.4%; ALDH1A1 block: 4.0%; L3MBTL1 inh: 11.0%; SMN2 splice enh: 2.3%; Lamin A splicing: 8.4%; KDM4E inh: 2.8%; Tau fibril ThT: -6.9%; RECQ1 helicase: -2.2%

How did O=C1NCCCC1C(=O)Nc1ccccn1 (stereo unspecified) do in these assays?
Luc counter: -0.5%; ALDH1A1 block: 7.7%; SMN2 splice enh: 8.4%; Lamin A splicing: 12.3%; KDM4E inh: 3.3%; Tau fibril ThT: 4.7%; RECQ1 helicase: -2.6%

What do the screens show for `COc1ccccc1-n1nc(C(=O)NCc2ccco2)c2ccccc2c1=O`?
Luc counter: 0.5%; ALDH1A1 block: inconclusive; SMN2 splice enh: 2.1%; Lamin A splicing: 10.8%; KDM4E inh: 183.4%[activator]; Tau fibril ThT: -8.9%; RECQ1 helicase: 6.1%

How did CC(C)(C)c1[nH]ncc1[N+](=O)[O-] do in these assays?
Luc counter: 0.5%; ALDH1A1 block: inconclusive; L3MBTL1 inh: -12.3%; SMN2 splice enh: -4.0%; Lamin A splicing: 12.3%[9.22 µM]; KDM4E inh: -17.9%; Tau fibril ThT: -0.1%; RECQ1 helicase: -4.7%

How did CCCCN(C(=O)c1ccco1)c1nnc(-c2cc(OC)c(OC)c(OC)c2)s1 do in these assays?
Luc counter: 0.1%; ALDH1A1 block: inconclusive; SMN2 splice enh: inconclusive; Lamin A splicing: -4.7%; KDM4E inh: inconclusive; Tau fibril ThT: -10.6%; RECQ1 helicase: -1.5%

Results for CC(C)(C)NNC(=S)Nc1ccc(S(=O)(=O)N2CCOCC2)cc1 ?
Luc counter: -0.5%; ALDH1A1 block: inconclusive; L3MBTL1 inh: 5.8%; SMN2 splice enh: -13.4%; Lamin A splicing: -11.3%[46 µM]; KDM4E inh: -14.5%; Tau fibril ThT: -6.7%; RECQ1 helicase: inactive

What do the screens show for `CC(CN1CCCCC1)NC(=O)c1cc(-c2ccccn2)nc2ccc(Cl)cc12` (stereo unspecified)?
Luc counter: -2.3%; ALDH1A1 block: 0.8%; L3MBTL1 inh: -13.6%; SMN2 splice enh: 5.8%; Lamin A splicing: inconclusive; KDM4E inh: -4.7%; Tau fibril ThT: -16.1%; RECQ1 helicase: inactive

Results for O=C(O)C1Nc2c(O)cc(Cl)c([N+](=O)[O-])c2C2C=CCC12 (stereo unspecified) ?
Luc counter: -6.8%; ALDH1A1 block: 12.6µM*; L3MBTL1 inh: 0.316µM*; SMN2 splice enh: -5.7%; Lamin A splicing: inconclusive; KDM4E inh: 7.94µM*; Tau fibril ThT: 7.94µM*; RECQ1 helicase: 1.78µM*

What do the screens show for `O=C(N/N=C/c1ccco1)C1CC1(c1ccccc1)c1ccccc1` (stereo unspecified)?
ALDH1A1 block: 3.8%; L3MBTL1 inh: -7.1%; Lamin A splicing: -7.7%; KDM4E inh: 4.0%; Tau fibril ThT: -8.9%; RECQ1 helicase: -16.8%

What do the screens show for `CCCS(=O)(=O)c1c(S(=O)(=O)CCC)c2c(N)cccn2c1C(=O)c1ccccc1`?
Luc counter: 1.0%; ALDH1A1 block: inconclusive; SMN2 splice enh: 10.6%; Lamin A splicing: 10.4%; KDM4E inh: -21.8%; Tau fibril ThT: inconclusive; RECQ1 helicase: -16.8%

What do the screens show for `O=C1CCCc2c1nn(-c1ccccc1)[n+]2[O-]`?
Luc counter: -2.5%; ALDH1A1 block: -1.7%; L3MBTL1 inh: 7.9%; SMN2 splice enh: inconclusive; Lamin A splicing: 4.9%; KDM4E inh: 1.2%; Tau fibril ThT: -5.5%; RECQ1 helicase: 12.0%

What do the screens show for `CSCCC(NC(=O)c1ccccc1)c1nc(-c2ccccc2)no1` (stereo unspecified)?
ALDH1A1 block: -12.4%; L3MBTL1 inh: -3.7%; Lamin A splicing: inconclusive; KDM4E inh: 2.0%; Tau fibril ThT: -3.8%; RECQ1 helicase: inactive

What do the screens show for `CC(=O)NC(C)C(=O)OCc1ccc(Cl)cc1Cl` (stereo unspecified)?
Luc counter: -1.8%; ALDH1A1 block: -0.2%; L3MBTL1 inh: 3.7%; SMN2 splice enh: 3.7%; Lamin A splicing: -1.9%; KDM4E inh: 5.2%; Tau fibril ThT: -5.0%; RECQ1 helicase: inactive

Results for CCOC(=O)c1sc(NC(=O)/C=C/c2cnn(C)c2C)c(C(=O)OC(C)C)c1C ?
Luc counter: 3.9%; ALDH1A1 block: inconclusive; L3MBTL1 inh: 5.3%; SMN2 splice enh: 12.0%; Lamin A splicing: -5.0%; KDM4E inh: inconclusive; Tau fibril ThT: -22.4%; RECQ1 helicase: -2.6%

Results for CCOC(=O)c1ccc[n+](C(C)C(=O)c2ccc(-c3ccccc3)cc2)c1 (stereo unspecified) ?
Luc counter: -0.2%; ALDH1A1 block: 5.62µM*; L3MBTL1 inh: 24.8%; SMN2 splice enh: -13.8%; Lamin A splicing: -11.6%; KDM4E inh: -0.3%; Tau fibril ThT: 2.0%; RECQ1 helicase: -2.0%

How did COc1ccc(-c2csc(NC(=O)CCS(=O)(=O)c3ccccc3)n2)c(OC)c1 do in these assays?
L3MBTL1 inh: -7.1%; KDM4E inh: -14.5%; Tau fibril ThT: inconclusive; RECQ1 helicase: -11.2%

What do the screens show for `COc1ccc(N(CC(=O)Nc2ccccc2C(=O)N2CCOCC2)S(=O)(=O)c2ccc(F)cc2)cc1`?
Luc counter: 1.5%; ALDH1A1 block: -14.5%; L3MBTL1 inh: -1.0%; SMN2 splice enh: -24.2%; Lamin A splicing: -3.5%; KDM4E inh: -1.1%; Tau fibril ThT: 7.5%; RECQ1 helicase: -2.3%

How did O=C(Nc1cccc(F)c1)N1CCC2(CC1)CCN(S(=O)(=O)c1ccccc1)CC2 do in these assays?
Luc counter: 1.4%; ALDH1A1 block: inconclusive; SMN2 splice enh: -51.4%[inhibitor]; RECQ1 helicase: -13.7%

How did COc1cc(OC)cc(-c2cc3nc(C4CCN(C(=O)OC(C)(C)C)CC4)cc(=O)n3[nH]2)c1 do in these assays?
Luc counter: 0.5%; ALDH1A1 block: inconclusive; SMN2 splice enh: 1.6%; Lamin A splicing: -11.9%; KDM4E inh: inconclusive; Tau fibril ThT: -14.8%; RECQ1 helicase: inactive

What do the screens show for `CN(C)/C=C/c1c(C#N)c(=O)ncn1Cc1ccccc1`?
Luc counter: -3.3%; ALDH1A1 block: -10.1%; L3MBTL1 inh: 5.1%; SMN2 splice enh: 19.0%; Lamin A splicing: 9.3%; KDM4E inh: 5.3%; Tau fibril ThT: -5.7%; RECQ1 helicase: -8.2%

What do the screens show for `CC1CCCCC1NC(=O)COC(=O)c1ccccc1NC(=O)c1ccco1` (stereo unspecified)?
Luc counter: -1.4%; ALDH1A1 block: inconclusive; SMN2 splice enh: 1.4%; Lamin A splicing: 11.5%; KDM4E inh: inconclusive; Tau fibril ThT: -7.4%; RECQ1 helicase: -3.2%

Results for COc1ccccc1NC(=S)N(Cc1ccc(Cl)cc1)CC1CCC(C(=O)O)CC1 (stereo unspecified) ?
Luc counter: 1.0%; ALDH1A1 block: 1.2%; Lamin A splicing: -2.2%[46 µM]; KDM4E inh: 2.9%; Tau fibril ThT: -5.5%; RECQ1 helicase: -20.9%

Results for CCOC(=O)c1sc(NC(=O)Cn2nnc3sc4c(c3c2=O)CCCC4)nc1C ?
Luc counter: -2.8%; ALDH1A1 block: 6.9%; L3MBTL1 inh: 2.6%; SMN2 splice enh: -7.2%; Lamin A splicing: 6.4%; KDM4E inh: 2.8%; Tau fibril ThT: inconclusive; RECQ1 helicase: -7.1%

How did COc1ccc(Cn2nc(C)n(N(C)c3ncc(C(F)(F)F)cc3Cl)c2=O)cc1 do in these assays?
Luc counter: -4.7%; ALDH1A1 block: 4.3%; SMN2 splice enh: 11.4%; Lamin A splicing: -12.6%; KDM4E inh: -13.3%; Tau fibril ThT: -15.4%; RECQ1 helicase: inactive

How did COc1cc(NS(=O)(=O)c2ccc(N/C=C(\C#N)c3nc4cc(Cl)ccc4o3)cc2)nc(OC)n1 do in these assays?
Luc counter: -2.1%; ALDH1A1 block: 8.8%; SMN2 splice enh: 1.0%; Lamin A splicing: inconclusive; KDM4E inh: -8.0%; Tau fibril ThT: inconclusive; RECQ1 helicase: 16.2%

Not all compounds are listed; count on the stated rates, not on these rows.
